CHOP inhibitor – CHOP inhibition in unfolded protein response. CHO-K1 CHOP-promoter luciferase, tunicamycin-induced, 15-18 h. actives 3.8% (n = 220,000). AID 2732. inhibition, % at 10 µM;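 active means compounds that reduced the stress-induced luciferase reporter signal by more than about 70% of percent inhibition, limit read from the data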;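 further: 0% = tunicamycin plus vehicle and 100% = wells without tunicamycin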
TRPML3 ag – agonists of human TRPML3 channel; Q8TDD5; HEK293 TRPML3-YFP, Fluo-8 calcium fluorescence; 100% = the carbachol control signal; activation, % at 3 µM; actives 0.29% (n = 220,000); AID 1448;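 active means activation above its plate's cutoff, the mean activation of the plate's test wells plus 3 SD, cut at about 12% in these data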;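 further: 0% = DMSO only wells and 100% = carbachol wells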
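Test system: HEK293 cells stably carrying human TRPML3-YFP; Doses: single dose, 3 µM final nominal compound, 0.3% DMSO final; Schedule: dye loading 1 h 37 °C then 30 min ambient, 125 s read; Technique: Fluo-8 calcium fluorescence; Benchmarks: high control carbachol 87 µM, low control DMSO.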
zfTRPN1 agonist – activates the zebrafish TRPN1 channel | actives 0.18% (n = 220,000) | activation, % at 3 µM | HEK293 zebrafish TRPN1-YFP, Fluo-8 calcium fluorescence; 100% = response to 87 µM carbachol | AID 1424;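 active means activation above its plate's cutoff, the mean activation of test wells on that plate plus 3 SD, cut at about 19% in these data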;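 further: 0% = DMSO alone and 100% = 87 µM carbachol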
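Material: zebrafish TRPN1-YFP in HEK293 cells. Doses: one dose of 3 µM, 0.3% DMSO. Incubation: dye 1 h 37 °C plus 30 min RT. Measured by: intracellular calcium fluorescence with Fluo-8.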
PPC-1+TRAIL kill – PPC-1 cancer cell killing with TRAIL present; PPC-1 cells + TRAIL, ATPLite viability luminescence; cell killing (% activity), % at 4 µM; actives 0.41% (n = 220,000); AID 1443;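 active means cell killing above 50% in the first pass at 4 µM, then a duplicate retest at 5 µM averaging 50% or more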;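 further: plate controls were cells with TRAIL plus DMSO for no effect and medium-only wells lacking cells for full effect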
NCF1 inh – inhibitors of human p47phox binding | P14598 | p47phox/p22phox peptide binding, fluorescence polarization, 2 h | inhibition, % at 24.7 µM | actives 0.53% (n = 220,000);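 active means inhibition above about 30%, limit read from the data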;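 further: 0% = p47phox with labelled peptide and 100% = labelled peptide alone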
Target sequence (P14598 whole entry, looked up): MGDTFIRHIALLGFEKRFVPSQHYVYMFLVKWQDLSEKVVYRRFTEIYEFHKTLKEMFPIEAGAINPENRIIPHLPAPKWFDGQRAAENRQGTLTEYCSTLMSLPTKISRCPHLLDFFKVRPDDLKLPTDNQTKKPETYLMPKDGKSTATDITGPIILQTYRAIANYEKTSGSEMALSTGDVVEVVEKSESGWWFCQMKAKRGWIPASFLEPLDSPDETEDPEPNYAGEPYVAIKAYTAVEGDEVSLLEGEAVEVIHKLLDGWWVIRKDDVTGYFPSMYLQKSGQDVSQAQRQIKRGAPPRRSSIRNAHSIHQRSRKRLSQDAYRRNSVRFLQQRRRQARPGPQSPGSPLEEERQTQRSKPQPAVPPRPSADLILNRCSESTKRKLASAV
TNF death inh – TNF-alpha cell death inhibition in Jurkat FADD-/- cells | activation (protection from cell death), % at 10 µM | AID 463075 | actives 0.068% (n = 220,000) | Jurkat FADD-/- TNF necroptosis rescue, ATP luminescence, 24 h; 0 = TNF only, 100 = no-TNF cells;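 active means activation, meaning protection from cell death, of at least 50% relative to plate controls; inactive means activation below 50%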;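 further: necroptosis triggered by 40 ng/mL TNF-alpha added together with compound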
MDM2 E3 inh – Mdm2 E3 ligase (human) inhibition. cell-based MDM2 ubiquitination luciferase reporter, 2 h; 0 = plate control, 100 = twice control, blank-subtracted. signal enhancement, % at 5 µM. actives 0.11% (n = 210,000). AID 1230;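 active means signal enhancement of 30% or more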;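 further: luminescence tracks abundance of the self-degrading MDM2-luciferase fusion protein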
Target sequence (Q00987 whole entry, looked up, the tested form may be a part): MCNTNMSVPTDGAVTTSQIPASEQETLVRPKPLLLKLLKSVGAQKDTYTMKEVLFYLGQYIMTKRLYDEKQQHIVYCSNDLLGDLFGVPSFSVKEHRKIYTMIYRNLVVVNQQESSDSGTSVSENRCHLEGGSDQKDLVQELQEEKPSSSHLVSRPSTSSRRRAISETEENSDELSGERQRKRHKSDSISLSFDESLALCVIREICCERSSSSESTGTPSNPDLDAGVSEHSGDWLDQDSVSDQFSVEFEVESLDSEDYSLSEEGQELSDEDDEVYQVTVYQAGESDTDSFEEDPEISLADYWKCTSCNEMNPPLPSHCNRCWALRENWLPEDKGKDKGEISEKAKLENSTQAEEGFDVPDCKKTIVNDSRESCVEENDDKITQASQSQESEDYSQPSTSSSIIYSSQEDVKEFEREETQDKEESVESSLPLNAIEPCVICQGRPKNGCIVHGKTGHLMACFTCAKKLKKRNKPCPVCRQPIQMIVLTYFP
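Material: Stable MDM2–luciferase fusion reporter cells | Amount: 2000 cells seeded into each well | Dosing: One concentration, 5 µM, with 0.2% DMSO | Incubation: 4 h cell settling then 2 h compound exposure, 37 °C | Measured by: Luciferase luminescence | Read-out basis: % enhancement relative to plate controls after blank subtraction | Benchmarks: Control and blank well means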
Runt-SMMHC FRET – blocks binding of human RUNX1 Runt domain to CBFb-SMMHC. inhibition, % at 20 µM. actives 0.74% (n = 220,000). Cerulean-Runt/Venus-CBFb-SMMHC FRET ratio 530/480, 1 h. AID 1434;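 active means mean inhibition across duplicate retests at 20 µM reaching about 50%, limit read from the data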;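 further: 0% = DMSO wells and 100% = wells with excess untagged CBFb-SMMHC; inhibitors lower the FRET ratio by blocking Runt binding to CBFb-SMMHC; some results filed as inactive read as strong as hits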
EBV gp42 inh – blocks Epstein-Barr virus glycoprotein 42 binding; actives 0.42% (n = 220,000); Fluorescence polarization binding assay, mP read-out; Q1HVG2; inhibition, % (tested at 21.74 µM); in the data active means inhibition above about 50%
Numbers without * were called inactive; x = not tested or not shown.

Start of the data: the first 3 compounds (preview)
SMILES | CHOP inhibitor | TRPML3 ag | zfTRPN1 agonist | PPC-1+TRAIL kill | NCF1 inh | TNF death inh | MDM2 E3 inh | Runt-SMMHC FRET | EBV gp42 inh
COc1c(C)cc(Br)cc1C(=O)Nc1cccc(NC(=O)c2ccco2)c1 | -2 | -0.4 | -0.9 | 7 | -10 | 1.1 | -23 | 2 | -7
CCCCNC(=O)CN(c1cccc(Br)c1)S(C)(=O)=O | 17 | 0.4 | -0.2 | 5 | -3 | 0.3 | -10 | 2 | -7
NC(=O)C(=O)NCCCN1CCOCC1 | 6 | 1.2 | -0.3 | -4 | 4 | -0.3 | -13 | 0 | -19

The whole of this part, repeating the preview:
SMILES | CHOP inhibitor | TRPML3 ag | zfTRPN1 agonist | PPC-1+TRAIL kill | NCF1 inh | TNF death inh | MDM2 E3 inh | Runt-SMMHC FRET | EBV gp42 inh
COc1c(C)cc(Br)cc1C(=O)Nc1cccc(NC(=O)c2ccco2)c1 | -2 | -0.4 | -0.9 | 7 | -10 | 1.1 | -23 | 2 | -7
CCCCNC(=O)CN(c1cccc(Br)c1)S(C)(=O)=O | 17 | 0.4 | -0.2 | 5 | -3 | 0.3 | -10 | 2 | -7
NC(=O)C(=O)NCCCN1CCOCC1 | 6 | 1.2 | -0.3 | -4 | 4 | -0.3 | -13 | 0 | -19
O=C(Nc1ccc2oc(-c3ccc4ccccc4c3)nc2c1)c1ccc2c(c1)OCCO2 | 9 | 0.8 | 0.1 | 18 | 4 | 0.2 | 0 | 2 | -19
CC1CCCCN1CCNC(=O)c1ccc2c(=O)n(CCc3ccccc3)c(=O)[nH]c2c1 (centres undefined) | -10 | 1.1 | 5.9 | 0 | -2 | -4.3 | -10 | 1 | -15
COc1ccc(O)c(/C=N/NC(=O)c2c(C)nnn2-c2nonc2N)c1 | 25 | 0.1 | -1.9 | 24 | 12 | -5.5 | -4 | -5 | -4
CNC(=S)Nc1ccc(C23CC4CC(CC(C4)C2)C3)cc1 | 6 | 0.2 | -0.3 | 26 | -8 | -9.8 | -2 | -1 | -3
CCn1c(SCC(=O)O)nnc1-c1cc2c(C)nn(-c3ccccc3)c2s1 | 12 | -0.1 | 0.3 | 17 | -1 | -0.7 | -10 | 2 | 0
O=C(CNC(=O)c1ccc(Br)o1)NCc1ccc2c(c1)OCO2 | 7 | 0.8 | 3.4 | 5 | -6 | -0.5 | -26 | 2 | 6
O=C(Cc1ccc(-n2c(=O)[nH]c3ccccc3c2=O)cc1)N1CCN(c2ccccc2)CC1 | 16 | -0.7 | -0.4 | 2 | -6 | -1.3 | -20 | 3 | -1
O=C(CCC(=O)N1CCN(C2CCCCC2)CC1)Nc1nnc(C(F)(F)F)s1 | -16 | 0.8 | 1.6 | 20 | -11 | 0.6 | -5 | 3 | -29
CCOC1OC(=O)C(Cl)=C1Nc1ccc(C)cc1C (centres undefined) | 27 | -0.4 | 0.7 | 10 | 7 | -0.6 | -5 | 1 | 3
O=C(CNC(=O)c1ccncc1)N/N=C/c1ccc(Br)cc1 | 3 | 0.1 | 1.4 | -7 | -15 | -0.1 | -76 | -1 | -17
CCCCNc1ccc2c3c(cccc13)C(=O)N(CCCC)C2=O | -36 | 154* | 283* | 4 | -8 | 10 | -12 | -52 | 181*
CCn1nc(C(=O)Nc2cccc(C(F)(F)F)c2)c(Cl)c1Cl | 46 | 0.1 | -0.9 | 12 | -24 | 0.2 | -9 | 1 | -6
CCn1c2ccccc2c2cc(NC(=O)CSc3nnc(-c4cccc(C)c4)o3)ccc21 | 25 | 0.2 | -0.6 | 6 | -41 | 1.1 | -7 | 1 | -15
Cc1cc(-c2ccco2)n(CC(=O)NCCCc2ccccc2)n1 | 3 | 0.0 | -3.5 | 13 | -6 | 1.6 | -12 | 4 | -8
CCOC(=O)NC(=O)c1cn(CCNCCO)c(=O)[nH]c1=O | 14 | 0.9 | -0.1 | -2 | -3 | 0.6 | -2 | 8 | -7
COc1ccc(O)c(/C=N\NC(=O)CCn2nnc3ccccc32)c1 | 24 | 0.3 | -0.1 | 28 | -4 | -7.9 | 2 | -9 | -10
O=C(Nc1nonc1NC(=O)c1cccs1)c1cccs1 | 7 | 3.3 | 2.4 | 6 | -16 | -7.5 | -3 | -1 | -16
CCCCCCCCNc1nc(Cl)nc(NCc2ccco2)n1 | -18 | 0.5 | 2.3 | -9 | -12 | 2.3 | -1 | 7 | -14
COc1ccccc1NC(=O)Cn1nc(C(F)(F)F)c2c1CCCC2 | 46 | -0.1 | -0.2 | -1 | -4 | 0.8 | -19 | -8 | -13
CCNC(=O)COC(=O)C1CCC(=O)N(c2ccc(OC)cc2)C1c1ccc(OC)cc1 (centres undefined) | -20 | 1.0 | 1.4 | 22 | -2 | -0.5 | -9 | -3 | -21
Cc1[nH]c(=O)[nH]c(=O)c1/C=N/NC(=O)CCCCCNC(=O)OC(C)(C)C | 13 | 0.1 | 0.1 | 11 | -2 | 1.4 | -18 | -1 | -17
Cc1ccc(/C(N)=N/OC(=O)/C=C/c2ccccc2)cc1 | 13 | 0.7 | 0.5 | 29 | 0 | 0.1 | -12 | 0 | -22

An excerpt from above in order of their number in NCF1 inh, descending:
SMILES | CHOP inhibitor | TRPML3 ag | NCF1 inh | Runt-SMMHC FRET | EBV gp42 inh
Cc1ccc(/C(N)=N/OC(=O)/C=C/c2ccccc2)cc1 | 13 | 0.7 | 0 | 0 | -22
CCCCNC(=O)CN(c1cccc(Br)c1)S(C)(=O)=O | 17 | 0.4 | -3 | 2 | -7
CNC(=S)Nc1ccc(C23CC4CC(CC(C4)C2)C3)cc1 | 6 | 0.2 | -8 | -1 | -3

More entries follow.
SMILES | CHOP inhibitor | TRPML3 ag | zfTRPN1 agonist | PPC-1+TRAIL kill | NCF1 inh | TNF death inh | MDM2 E3 inh | Runt-SMMHC FRET | EBV gp42 inh
O=C(C1=C[C@@H]2[C@H]3C(=O)N(c4ccc(Cl)cc4)C(=O)[C@H]3[C@@H](C(=O)c3ccc(Cl)cc3)N2C=C1)c1ccccc1 | -16 | 0.5 | 0.6 | 10 | -65 | -0.5 | -7 | -13 | -18
COc1ccc(-c2noc(-c3ccoc3C)n2)cc1OC | -27 | 0.3 | -0.4 | x | -2 | -1.3 | -8 | x | -6
Cn1c(CCNC(=O)c2ccco2)nc2cc(NS(=O)(=O)c3ccc(Cl)cc3)ccc21 | -5 | -0.8 | 1.9 | 16 | -4 | -1.0 | -14 | -1 | -8
CC[n+]1c(/C=C/N(C)c2ccccc2)oc2ccccc21 | 25 | 0.9 | 1.0 | 32 | -17 | -3.6 | -23 | 2 | -96
O=C(CSc1ncnc2scc(-c3ccccc3)c12)N1CCN(Cc2ccc3c(c2)OCO3)CC1 | 51 | 0.4 | 0.2 | -3 | 12 | -3.9 | -12 | -11 | 1
Cn1c(SCc2nc3ccccc3s2)nnc1-c1ccc2c(c1)OCO2 | -25 | 1.1 | -1.0 | 7 | -3 | -0.8 | 0 | -4 | -8
O=C(COC(=O)c1c(Cl)cccc1Cl)NC1CCCCC1 | 25 | -0.1 | -1.2 | -11 | 0 | 1.8 | -8 | -1 | -10
Nc1ccc(NC(=S)Nc2ccccc2)cc1 | 10 | 0.1 | 1.5 | 11 | 1 | 2.1 | 0 | 1 | 8
Cc1nn(-c2ccccc2)nc1C(=O)NNC(=O)c1ccc(C(F)(F)F)cc1 | 10 | -1.5 | 0.1 | -5 | -3 | 1.3 | 4 | -6 | -25
O=C(N/N=C\c1ccc(-c2ccccc2[N+](=O)[O-])o1)C1COc2ccccc2O1 (centres undefined) | 37 | 0.9 | 1.5 | 15 | -19 | -0.1 | -13 | 0 | 8
Cc1nc2ncnn2c(C)c1CCC(=O)N1CCN(C(=O)c2ccco2)CC1 | 9 | 0.2 | 1.8 | 0 | 3 | -0.6 | 0 | 0 | -17
COc1ccc(OC)c(C2=NOC(C(=O)NCC3CCCO3)C2)c1 (centres undefined) | 2 | -0.1 | 0.1 | 11 | -2 | -0.5 | -36 | 1 | -17
CS(=O)(=O)N(Cc1ccccc1)c1ccc(C(=O)NCCSc2ccccn2)cc1 | 20 | 1.2 | -0.3 | 5 | 5 | 0.6 | -11 | -3 | -13
COc1cc(C(=O)NCCC(C)C)ccc1OCc1ccc(Cl)cc1Cl | 56 | -0.5 | -1.6 | -10 | -17 | 4.3 | 0 | -5 | -11
CN1CCN(c2ccc(NC(=O)c3sc4ccccc4c3Cl)cc2)CC1 | 26 | 1.0 | -0.8 | 18 | -7 | 1.1 | -30 | 3 | -13
CCn1c(CSc2ncccn2)nnc1SCC(=O)N1c2ccccc2CC1C (centres undefined) | 55 | -0.7 | -0.5 | 45 | -16 | 0.1 | -10 | -5 | -17
COc1ccc(Cn2cccc(NC(=O)Nc3ccc(C#N)cc3)c2=O)cc1 | 63 | 1.8 | 0.7 | 7 | -21 | -2.8 | -17 | -80 | -16
COCCN(Cc1cc2cc3c(cc2nc1Cl)OCO3)C(=O)Nc1ccc(F)cc1 | 29 | 1.4 | 2.7 | 24 | 0 | -11 | -7 | 0 | -25
COCc1cc(C)nc(N2CCOCC2)c1C#N | 21 | 0.0 | 0.9 | 30 | -1 | 0.4 | -5 | -2 | -8
Cc1cc(C(=O)N/N=C/c2cccc([N+](=O)[O-])c2)c(C)o1 | -1 | 0.4 | -0.2 | 17 | -6 | -2.1 | -6 | 1 | 8
Cc1ccc(N=C2NC(=O)/C(=C/c3cn(C)c4ccccc34)S2)cc1C | 76* | 3.9 | 8.4 | 17 | -198 | 1.1 | 6 | -310 | 82*
O=C1/C(=C\c2ccc(O)cc2)SC(=S)N1/N=C/c1ccc(O)cc1 | 15 | 7.0 | 21* | 18 | -130 | 2.2 | -5 | -226 | -23
CCc1ccc(CNc2ccc(O)cc2)cc1 | x | 3.1 | 0.5 | 8 | 3 | -21 | -15 | -7 | 2
CC1=CCC2C(=O)N(c3ccc(C)cc3)C(=O)C2C1 (centres undefined) | -13 | -0.4 | 1.2 | 17 | -8 | 3.8 | -13 | -2 | 10
CCOC(=O)c1c(NC(=O)CN2C(=O)NC3(CCC(C)CC3)C2=O)sc(C)c1-c1ccc(C)cc1 (centres undefined) | 82* | 0.8 | 2.5 | 28 | -109 | 0.0 | 0 | -9 | -13

Source: PubChem BioAssay
